Anesthetic bind = binds horse apoferritin like a general anesthetic | hit rate 0.074% among 350,000 | Potency, µM (series often up to 77.5 µM), for the others: top-dose activity change, negative = displacement, hits mostly inhibitors | P02791 | apoferritin/1-aminoanthracene competitive binding, fluorescence; note: potency is the fitted concentration of half-maximal effect; % is set by controls: 0 for no effect and ±100 for the full control effect; nearly all actives have a fitted effect of over 20% in size
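Horse-spleen apoferritin (10 uM) was mixed with 50% saturated 1-aminoanthracene in PBS, exposed to compounds for 10 min at room temperature, and read for fluorescence (ex 380 nm, em 535 nm). Competitive displacement was fitted with a four-parameter Hill equation.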
Pol beta inh = DNA polymerase beta (human) inhibition; P06746; Pol beta primer extension/strand displacement, fluorescence kinetic; Potency, µM (top dose mostly 114 µM), without a hit: top-dose activity change, negative = inhibition, actives largely listed as inhibitors; hit rate 1.3% among 340,000; note: potency is the fitted concentration of half-maximal effect; % is set by controls: 0 for no effect and ±100 for the full control effect
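Human Pol beta at 10 nM; strand-displacement substrate 50 nM final. Compound exposure 15 min at room temperature before start, reaction 10 min at room temperature.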
BLM helicase inh = blocks DNA unwinding by human BLM helicase; recombinant BLM DNA unwinding, fluorescence dequenching; P54132; Potency, µM (titrated, usually from 56.1 µM), inactives show at the top dose activity change, negative = inhibition, hits mostly inhibitors; AID 2528; hit rate 0.2% among 350,000;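 note: potency is the fitted concentration of half-maximal effect; plate controls were vehicle for no effect and no enzyme for full effect; nearly all actives have a fitted effect of over 35% in size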
Target sequence (P54132 whole entry, looked up): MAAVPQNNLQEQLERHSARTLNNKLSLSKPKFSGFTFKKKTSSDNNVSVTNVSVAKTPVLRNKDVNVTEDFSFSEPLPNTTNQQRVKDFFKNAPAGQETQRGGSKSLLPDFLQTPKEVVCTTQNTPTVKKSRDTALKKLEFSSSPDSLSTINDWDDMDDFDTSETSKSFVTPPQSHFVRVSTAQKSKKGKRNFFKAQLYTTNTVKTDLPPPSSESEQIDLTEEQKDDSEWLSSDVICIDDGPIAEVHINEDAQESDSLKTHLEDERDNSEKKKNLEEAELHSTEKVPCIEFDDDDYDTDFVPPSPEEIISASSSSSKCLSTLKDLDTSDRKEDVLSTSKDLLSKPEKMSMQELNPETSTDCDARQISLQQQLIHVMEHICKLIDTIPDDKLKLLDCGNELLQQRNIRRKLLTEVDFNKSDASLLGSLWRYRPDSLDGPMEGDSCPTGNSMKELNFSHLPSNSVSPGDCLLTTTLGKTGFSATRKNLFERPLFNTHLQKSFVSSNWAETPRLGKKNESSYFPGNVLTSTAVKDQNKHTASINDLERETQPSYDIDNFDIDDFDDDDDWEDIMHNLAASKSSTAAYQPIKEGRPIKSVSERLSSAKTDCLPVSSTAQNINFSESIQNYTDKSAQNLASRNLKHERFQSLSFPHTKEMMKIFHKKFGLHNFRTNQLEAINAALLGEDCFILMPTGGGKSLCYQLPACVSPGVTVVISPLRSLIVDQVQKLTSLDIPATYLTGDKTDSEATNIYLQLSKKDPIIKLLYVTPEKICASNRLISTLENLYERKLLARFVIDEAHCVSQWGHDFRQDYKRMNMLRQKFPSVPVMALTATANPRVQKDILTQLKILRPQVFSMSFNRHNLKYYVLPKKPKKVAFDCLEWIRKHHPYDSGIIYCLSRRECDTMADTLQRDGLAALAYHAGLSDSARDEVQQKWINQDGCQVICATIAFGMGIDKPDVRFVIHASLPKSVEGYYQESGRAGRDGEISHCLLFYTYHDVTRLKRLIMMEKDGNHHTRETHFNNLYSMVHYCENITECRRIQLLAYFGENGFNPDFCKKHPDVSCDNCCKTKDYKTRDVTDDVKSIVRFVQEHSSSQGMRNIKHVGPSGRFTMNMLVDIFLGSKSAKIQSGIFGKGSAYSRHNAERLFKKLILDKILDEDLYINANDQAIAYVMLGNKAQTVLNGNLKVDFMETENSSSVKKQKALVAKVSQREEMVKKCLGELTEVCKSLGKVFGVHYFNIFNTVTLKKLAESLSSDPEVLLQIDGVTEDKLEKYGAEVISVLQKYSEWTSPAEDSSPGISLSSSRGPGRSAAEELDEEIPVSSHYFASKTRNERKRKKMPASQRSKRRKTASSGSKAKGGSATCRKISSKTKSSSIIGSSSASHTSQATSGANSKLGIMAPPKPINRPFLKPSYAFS
ERG-DNA inh = inhibitors of human ERG Ets domain-DNA interaction; fluorescence polarization, His-ERG Ets domain / labelled DNA; hit rate 0.028% among 370,000; AID 624246; P11308; Potency, µM (doses to about 76.9 µM), inactives show at the highest dose FP activity, negative = inhibition, usual class: inhibitors; active = well fitted inhibition curve with a large enough effect in the polarisation, with a control signal flat; inconclusive = small, poorly fitted or top-dose-only effect, or effect the other way, or a change in a side signal; inactive = no such curve, though single readings can be large or run the other way; the % refers to the polarisation;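 note: polarization taken with two DNA probes labelled with fluorescein and Texas red; potency is the fitted concentration of half-maximal effect; % of control where 0% means no effect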
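His-tagged ERG Ets domain (1 uM in the protein solution; 300mM KCl, 50mM Tris-HCl, 1mM EDTA, 1mM DTT, pH 7.5) received compound, then a probe mix of 5 nM fluorescein-DNA and 100nM Texas-615-DNA. Fluorescence polarization was read for both dyes.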
APE1 inh = inhibitors of human APE1 endonuclease. recombinant APE1, TAMRA/BHQ-2 abasic DNA cleavage fluorescence. Potency, µM (series often up to 65.8 µM), inactives show at the highest dose activity change, negative = inhibition, most hits filed as inhibitors. hit rate 0.35% among 350,000;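 note: potency is the fitted concentration of half-maximal effect; plate controls were vehicle for no effect and reference inhibitor for full effect; nearly all actives have a fitted effect of over 55% in size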
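APE1 at 0.75 nM preincubated 15 min at room temperature with compound. Reaction then started with 50 nM double-stranded THF-abasic substrate labelled with TAMRA/BHQ-2, and 525/598 nm fluorescence read kinetically. Activity taken as third-minus-first read difference, normalized to DMSO and NSC13755 controls.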
Pol iota inh = DNA polymerase iota (human) inhibition; Q9UNA4; Pol iota fluorescent replication assay, 10 min; Potency, µM (highest dose often 115 µM), without a hit: top-dose activity, negative = inhibition, usual class: inhibitors; hit rate 1% among 390,000; AID 588590; note: potency is the fitted concentration of half-maximal effect
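Fluorescent replication assay read twice, at 0 min and 10 min after adding 50 nM (final) substrate. Enzyme (10 nM) and compounds were first incubated 15 min at room temperature; enzyme-free buffer wells were negative controls.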
Pol kappa inh = inhibitors of human DNA polymerase kappa; hit rate 0.53% among 400,000; AID 588579; Potency, µM (top dose mostly 107 µM), for inactives: top-dose activity, negative = inhibition, usual class: inhibitors; purified Pol kappa, fluorescent DNA synthesis assay, 10 min; note: potency is the fitted concentration of half-maximal effect; % is set by controls: 0 for no effect and ±100 for the full control effect
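Readout: fluorescence, taken kinetically at 0 and 10 min. Conditions: 10 nM Pol kappa, 15 min RT compound preincubation, 50 nM substrate final. Controls: enzyme-free buffer wells.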
TRHR agonist = TRH receptor (human) agonism | P34981 | activation, % at 2 µM | hit rate 0.18% among 360,000 | AID 493084 | TRHR cells, calcium flux fluo-8, FDSS agonist mode; in the data active = activation above about 30%; note: 0% is about no effect
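Read-out: compound-evoked intracellular calcium rise in TRHR cells, fluo-8 dye, kinetic FDSS fluorescence at 1 s/cycle following a 10-cycle baseline. Cells cultured overnight before dye loading (30 min–1.5 h, RT).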
12-LOX inh = ALOX12 (human) lipoxygenase inhibition; purified 12hLO, xylenol orange hydroperoxide absorbance; Potency, µM (doses to about 108 µM), inactives show top-dose activity change, negative = inhibition, hits mostly inhibitors; hit rate 1.1% among 580,000; AID 1671190; note: potency is the fitted concentration of half-maximal effect; % is set by controls: 0 for no effect and ±100 for the full control effect
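Purified human 12hLO at 150 nM in 25 mM Hepes, 0.01% Triton X-100, pH 7.0, preincubated 15 min at room temperature with compound. Reaction started with 40 uM arachidonic acid, 30 min at room temperature. Hydroperoxide measured by Fe-xylenol orange, 573/405 nm absorbance ratio.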
* hit, by the source's call; i = inactive; ? = inconclusive; . = no result given; & = joins results of further samples; [ ] = remark or other dose. Unless noted, calls come from the whole dose curve; as a rule, active = well fitted curve in the direction sought with a large enough effect; inconclusive = small, poorly fitted or top-dose-only effect, or another doubt; inactive = no such curve, though single readings can be large; an effect the other way counts as inactive or inconclusive. Only part of the results is shown (hit frequency here may not be typical).

nr | molecule | Anesthetic bind | Pol beta inh | BLM helicase inh | ERG-DNA inh | APE1 inh
1 | Cc1cccc(C)c1OCC(=O)Nc1nnc(C2CCCO2)s1 (stereo not given) | -6% | 32% | 2% | . | 11%
2 | O=C(Nc1ccccc1Cl)N1CCN(c2ccc3nncn3n2)CC1 | 0% | 19% | -1% | 3% | -1%
3 | Cc1ccc(-c2c(CN3CCN(c4cccc(C(F)(F)F)c4)CC3)csc2C)cc1 | 5% | 4% | -3% | 2% | .
4 | CC1=NN(c2nc(-c3ccc(Cl)cc3)cs2)C(=O)C1 | -5% | 35µM* | ? | 2% | 2%
5 | O=[N+]([O-])c1c(NCc2ccco2)ccc2nonc12 | 6% | 3.2µM* | 4% | -3% | -5%
6 | Cc1cc(C)nc(Sc2ncnc3sc4c(c23)CCC4)n1 | -4% | -4% | -2% | -8% | -2%
7 | O=C(O)/C(=C/c1ccco1)NC(=O)c1ccccc1 | -2% | 40µM* | 2% | -1% | ?
8 | O=C(NCc1cccc(C(F)(F)F)c1)C1CC2Cn3c(nc4ccccc43)C2N1Cc1ccccc1 (stereo not given) | . | . | . | 9% | .

nr | Pol iota inh | Pol kappa inh | TRHR agonist | 12-LOX inh
1 | 13% | -28% | 0.0 | 4%
2 | 6% | -4% | 0.3 | -14%
3 | 6% | -8% | 0.1 | ?
4 | ? | 50µM* | -0.6 | 5.6µM*
5 | 63%[activator] | 1% | -0.2 | ?
6 | 2% | -7% | -0.6 | -8%
7 | ? | -39% | 1.8 | -22%
8 | 1% | -2% | . | ?

(continued)
nr | molecule | Anesthetic bind | Pol beta inh | BLM helicase inh | ERG-DNA inh | APE1 inh
9 | O=C(CN(Cc1ccco1)C(=O)c1ccc(Cl)cc1)Nc1ccc(Cl)c(Cl)c1 | -15% | -2% | -10% | 3% | -2%
10 | COc1cc(CNc2ccc3[nH]c(=O)[nH]c3c2)ccc1OCc1ccccc1F | ? | -3%&-4% | -8%&-4% | 0%&-5% | 21%
11 | O=C(Nc1nc2n(n1)C(c1ccccc1)C=C(c1ccc(Cl)cc1)N2)c1ccco1 (stereo not given) | 125%[activator] | 2% | -6% | -6% | .
12 | O=C(Nc1ccccc1F)c1oc2ccccc2c1NC(=O)C12CC3CC(CC(C3)C1)C2 | -12% | -3% | -2% | 4% | .
13 | CN1CCN(c2ncncc2-c2ccccc2C(F)(F)F)CC1 | . | . | 1% | . | -5%
14 | Cc1nc2ccc(S(=O)(=O)NCC(=O)N3CCc4ccccc43)cc2s1 | -16% | 17% | -1% | -1% | -3%
15 | CCOc1ccc(N(C(=O)c2snc(C(N)=O)c2N)C(C(=O)NC2CCCC2)C(C)C)cc1 (stereo not given) | 1% | 2% | -4% | -8% | 78%[activator]
16 | O=C(Nc1cccc(Cl)c1Cl)C1CC(=O)N(c2ccc(Br)cc2)C1 (stereo not given) | -1% | 17% | 6% | 9% | 6%

nr | Pol iota inh | Pol kappa inh | TRHR agonist | 12-LOX inh
9 | -3% | -5% | 1.0 | -17%
10 | 31%&10%[activator] | -3%&3% | 0.1&1.1 | ?
11 | -12% | -7% | 22 | 11%
12 | 3% | -2% | 0.6 | -8%
13 | . | 0%[60.1 µM] | . | -36%
14 | 2% | -1% | -0.5 | 470%[activator]
15 | 95%[activator] | -5% | -1.0 | -13%
16 | 150%[activator] | 6% | 0.6 | -23%

Next section (4 carried over from the part before).
nr | molecule | Anesthetic bind | Pol beta inh | BLM helicase inh | ERG-DNA inh | APE1 inh
13 | CN1CCN(c2ncncc2-c2ccccc2C(F)(F)F)CC1 | . | . | 1% | . | -5%
14 | Cc1nc2ccc(S(=O)(=O)NCC(=O)N3CCc4ccccc43)cc2s1 | -16% | 17% | -1% | -1% | -3%
15 | CCOc1ccc(N(C(=O)c2snc(C(N)=O)c2N)C(C(=O)NC2CCCC2)C(C)C)cc1 (stereo not given) | 1% | 2% | -4% | -8% | 78%[activator]
16 | O=C(Nc1cccc(Cl)c1Cl)C1CC(=O)N(c2ccc(Br)cc2)C1 (stereo not given) | -1% | 17% | 6% | 9% | 6%
17 | O=C(CNS(=O)(=O)c1ccccc1)N1CCN(c2ccccc2)CC1 | -7% | 4% | -1% | . | -2%
18 | Cc1nnc(NC(=O)CCN2C(=O)/C(=C\c3ccccc3)SC2=S)s1 | -4% | 18% | -2% | 13% | 5%
19 | NNC(=O)c1nc[nH]c1C(=O)Nc1ccccc1[N+](=O)[O-] | -11% | ? | -2% | -1% | -8%
20 | COC(=O)c1sc(NC(=O)COc2ccccc2C)nc1C | -3% | -13% | -11% | 8% | -2%
21 | N#Cc1c2n(c(=O)[nH]c1=O)CCCCC2 | -4% | -5% | 2% | 3% | -3%
22 | Cc1ccn2cc(-c3cccc(S(=O)(=O)N4CC(C)OC(C)C4)c3)nc2c1 (stereo not given) | -5% | -9% | 0% | -4% | 2%
23 | Cc1cc(N2CCN(C(=O)Nc3ccccc3C#N)CC2)c2ccccc2n1 | -20% | 4% | 4% | 12% | 18%
24 | O=S(=O)(c1cccc(C(F)(F)F)c1)N1CCN(c2nnnn2-c2ccccc2)CC1 | -11% | 0% | -1% | 0% | 15%

nr | Pol iota inh | Pol kappa inh | TRHR agonist | 12-LOX inh
13 | . | 0%[60.1 µM] | . | -36%
14 | 2% | -1% | -0.5 | 470%[activator]
15 | 95%[activator] | -5% | -1.0 | -13%
16 | 150%[activator] | 6% | 0.6 | -23%
17 | 24% | -1% | 0.1 | -30%
18 | -4% | 0% | 1.1 | -4%
19 | 16% | -6% | -1.7 | -4%
20 | 59%[activator] | -2% | 0.1 | 5%
21 | -10% | -5% | 0.2 | i
22 | 19% | 10% | 0.4 | 0%
23 | -18% | -4% | 0.3 | 7%
24 | 0% | -16% | -0.4 | 0%

Further entries follow.
nr | molecule | Anesthetic bind | Pol beta inh | BLM helicase inh | ERG-DNA inh | APE1 inh
25 | O=C(O)CCCCCCCCc1cn(Cc2ccc(C(=O)c3ccccc3)cc2)nn1 | -22% | 11% | -1% | 1% | -4%
26 | O=c1c(-c2ccccc2)c(O)nc(SCCN2CCOCC2)n1-c1ccccc1 | 3% | -2% | 4% | 8% | 0%
27 | CCOC(=O)c1sc(NC(=O)CCc2ccccc2)nc1C | -1% | 49% | -3% | 14% | 2%
28 | CN(C)C(=O)c1ccc2c(c1)N(CC(=O)NCc1ccccc1Cl)C(=O)C1CCCCN21 (stereo not given) | 3% | 0% | 2% | 1% | .
29 | O=[N+]([O-])c1cccnc1N1CCC(c2cc(-c3ccc(Cl)cc3Cl)n[nH]2)CC1 | ? | 9% | -12% | 2% | -7%
30 | CCC(C(=O)NCc1ccccc1)n1ncn2c(cc3occc32)c1=O (stereo not given) | -6% | 0% | -2% | -1% | .
31 | COc1ccc(CCC(C)NC(=O)CCc2ccccc2)c(OC)c1 (stereo not given) | -14% | 15% | -5% | 7% | 6%
32 | CCCNC(=O)C1Cc2cc(S(=O)(=O)N3CCCC3)ccc2N1C(C)=O (stereo not given) | -8% | -8% | -4% | 2% | -10%

nr | Pol iota inh | Pol kappa inh | TRHR agonist | 12-LOX inh
25 | -9%&16% | 1%&-11% | 0.1 | -4%
26 | 5% | -4% | 0.4 | -3%
27 | 16% | -6% | -2.1 | 0%
28 | 25% | -16%[60.1 µM] | 0.0 | -20%
29 | 0% | -14% | -0.1 | ?
30 | 4% | -13% | -0.8 | 0%
31 | 19% | -4% | -0.6 | -12%
32 | 41%[activator] | 8% | 0.1 | -17%

2 of these compounds in a different format:
29: O=[N+]([O-])c1cccnc1N1CCC(c2cc(-c3ccc(Cl)cc3Cl)n[nH]2)CC1
30: CCC(C(=O)NCc1ccccc1)n1ncn2c(cc3occc32)c1=O (stereo not given)

| Screen / compound no. | 29 | 30 |
| --- | --- | --- |
| Anesthetic bind | ? | -6% |
| Pol beta inh | 9% | 0% |
| BLM helicase inh | -12% | -2% |
| ERG-DNA inh | 2% | -1% |
| APE1 inh | -7% | . |
| Pol iota inh | 0% | 4% |
| Pol kappa inh | -14% | -13% |
| TRHR agonist | -0.1 | -0.8 |
| 12-LOX inh | ? | 0% |

Next section.
nr | molecule | Anesthetic bind | Pol beta inh | BLM helicase inh | ERG-DNA inh | APE1 inh
33 | Cn1c(=NC(=O)c2ccco2)sc2ccccc21 | 0% | -1% | 0% | -4% | 0%
34 | Cc1cc(C)c(-n2c(SCC(=O)N3CCOCC3)n[nH]c2=O)c(C)c1 | 10% | 19% | -3% | -7% | -12%
35 | O=c1[nH]c2ccccc2[nH]c1=O | -1% | 1% | 4% | 8% | 1%
36 | C#CCCOC(=O)N1C2=NC(C(=O)OC)=C(C(=O)OC)[C@@H]3N(CC=C)c4ccccc4[C@]23C[C@H]1C(=O)OC | 0% | -3% | 1%[12.4 µM] | 1% | -3%[12.4 µM]
37 | COc1cccc2cc(C(=O)CC3(O)C(=O)N(Cc4ccccc4)c4ccccc43)c(=O)oc12 (stereo not given) | -7% | -2% | -5% | -10% | 1%
38 | CCOc1ccc(S(=O)(=O)Nc2cccc(C(=O)NCC(c3ccccc3)N(C)C)c2)cc1 (stereo not given) | . | . | . | -11% | 24%
39 | O=C(NCC(=O)N1CCN(Cc2c(F)cccc2Cl)CC1)c1cccc(Cl)c1 | . | . | . | 24% | 1%

nr | Pol iota inh | Pol kappa inh | TRHR agonist | 12-LOX inh
33 | 120%[activator] | -3% | -0.3 | -4%
34 | 2% | -16% | 2.1 | 12%
35 | 26% | -6% | -0.3 | -2%
36 | 23% | -3% | -0.1 | ?
37 | 1% | -4% | 0.1 | -22%
38 | -1% | -4% | 4.3 | -19%
39 | 2% | -4% | 0.1 | 8%
